# BioA inh = BioA (M. tuberculosis) enzyme inhibition | 360,000 tested, 0.096% active | AID 602481 | purified M. tuberculosis BioA enzyme, plate reader | inhibition, % at 9.99 µM; in the data active = inhibition above about 40%; inconclusive = no clear call, values can overlap the other calls
# BoNT F protease = BoNT F light chain protease inhibition. Multiplex microsphere protease cleavage assay, flow cytometry. inhibition, % at 10 µM. 360,000 tested, 0.22% active. AID 588497; in the data active = inhibition above about 35%, passing the limit was not always enough; inconclusive = no clear call, values can overlap the other calls; note: plate controls were buffer without enzyme for full effect and enzyme alone for no effect
# Rv3671c inh = Rv3671c (M. tuberculosis) protease inhibition. P9WHR9. inhibition, % at 5.96 µM. 320,000 tested, 0.048% active; in the data active = inhibition above about 38%;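 note: extracellular domain of Rv3671c used as enzyme; 0% = enzyme with DMSO and 100% = no enzyme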
# MazF activator = increases E. coli MazEF RNase cleavage of RNA; activation, % at 20 µM; P0AE70; 350,000 tested, 0.32% active; AID 504720; FAM/BHQ RNA-DNA oligo cleavage fluorescence, 5 h; in the data active = activation above about 50%
# Target sequence (P0AE70 whole entry, looked up): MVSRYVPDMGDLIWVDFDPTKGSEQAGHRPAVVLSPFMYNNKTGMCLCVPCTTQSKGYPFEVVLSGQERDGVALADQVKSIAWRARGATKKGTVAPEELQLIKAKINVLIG
# PrPC TRFRET = reduces human prion protein on the cell surface; inhibition, % at 13.8 µM; 370,000 tested, 0.43% active; P04156; cell surface PrPC, TR-FRET read-out; in the data active = inhibition above about 24%; note: 0% = median of the test wells and 100% = reference compound wells
# FBA Mtb inh = inhibitors of M. tuberculosis fructose-bisphosphate aldolase | purified M. tuberculosis FBA, fluorescence read-out | 360,000 tested, 2.3% active | inhibition, % at 1 µM; in the data active = inhibition above about 27%;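 note: 0% = vehicle and 100% = reference inhibitor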
# Target sequence (P9WQA3 whole entry, looked up): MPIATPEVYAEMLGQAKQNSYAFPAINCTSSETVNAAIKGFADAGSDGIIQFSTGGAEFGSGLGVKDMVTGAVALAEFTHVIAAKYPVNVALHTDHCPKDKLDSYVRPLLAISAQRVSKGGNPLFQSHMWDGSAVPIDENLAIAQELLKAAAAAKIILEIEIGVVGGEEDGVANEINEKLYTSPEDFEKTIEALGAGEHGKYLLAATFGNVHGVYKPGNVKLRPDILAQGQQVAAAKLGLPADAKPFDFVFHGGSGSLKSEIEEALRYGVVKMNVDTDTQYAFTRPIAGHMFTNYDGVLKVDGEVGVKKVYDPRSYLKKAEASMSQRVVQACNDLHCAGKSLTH
# GDH-TPI inh = GDH-TPI coupled enzyme inhibition counter-screen; GDH-TPI coupled enzyme counterscreen, NADH absorbance; inhibition, % at 4.8 µM; 360,000 tested, 1.2% active; AID 588335; in the data active = inhibition above about 30%;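 note: 0% = DMSO wells and 100% = wells lacking the enzyme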
# UGM FP inh = inhibitors of M. tuberculosis UDP-galactopyranose mutase; P9WIQ1; purified UGM, fluorescence polarization probe displacement; inhibition, % at 10 µM; AID 504406; 320,000 tested, 0.06% active; in the data active = inhibition above about 10%, passing the limit was not always enough; inconclusive = no clear call, values can overlap the other calls
# Target sequence (P9WIQ1 whole entry, looked up): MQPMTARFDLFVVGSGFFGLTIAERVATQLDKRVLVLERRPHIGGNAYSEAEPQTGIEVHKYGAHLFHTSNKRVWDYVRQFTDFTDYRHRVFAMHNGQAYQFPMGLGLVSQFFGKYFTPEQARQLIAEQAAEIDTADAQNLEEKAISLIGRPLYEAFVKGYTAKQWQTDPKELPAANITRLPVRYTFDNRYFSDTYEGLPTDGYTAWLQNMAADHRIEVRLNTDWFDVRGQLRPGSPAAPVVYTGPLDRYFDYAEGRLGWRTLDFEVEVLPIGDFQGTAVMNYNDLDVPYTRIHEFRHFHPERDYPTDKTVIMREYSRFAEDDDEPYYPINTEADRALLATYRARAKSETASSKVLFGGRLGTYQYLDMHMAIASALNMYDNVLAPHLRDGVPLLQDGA
# FadD28 binding = blocks FadD28 binding to the bisubstrate probe | fluorescence polarization | inhibition, % at 12.5 µM | 360,000 tested, 0.22% active | AID 588549; in the data active = inhibition above about 8.5%, passing the limit was not always enough; inconclusive = no clear call, values can overlap the other calls
# Active calls of the source: *; ? = inconclusive; · = no result given. Outcome played no part in choosing rows; about 4.8% have a hit in one of these screens.
SMILES,BioA inh,BoNT F protease,Rv3671c inh,MazF activator,PrPC TRFRET,FBA Mtb inh,GDH-TPI inh,UGM FP inh,FadD28 binding
COc1ccc(NC(=O)CSc2nc(N)c(C(=O)Nc3ccc(N(C)C)cc3)s2)cc1,1.5,-7,-5,21,·,1,12,1.3,-1.6
Cc1nc2c3ccccc3nc(SCC(=O)N3CC(C)CC(C)C3)n2n1 (stereo not given),·,6,-4,-8,-4,1,-5,-3.0,-0.4
Cc1ccccc1N1C(=O)CC(c2c[nH]c3ccccc23)C1=O (stereo not given),·,0,4,3,4,0,1,-0.2,-0.9
CS(=O)(=O)N1CCN(C(=O)C(Sc2ccccc2)c2ccccc2)CC1 (stereo not given),1.0,6,7,-2,-2,1,-1,-5.7,-1.7
COC(=O)c1ccc2nc(Nc3nc4c(F)cc(F)cc4s3)sc2c1,·,1,-16,-8,-6,5,27,-0.7,-2.5
COc1ccc(C(=O)NCC(=O)Nc2cccc(S(=O)(=O)NCc3ccco3)c2)cc1OC,·,0,-7,3,0,1,1,0.1,-2.7
Cc1ccc(C)c2[nH]c(=O)c(CN(Cc3ccco3)S(=O)(=O)c3ccc4c(c3)OCCO4)cc12,-7.9,5,-2,-3,9,5,6,-1.1,0.1
Cc1nn(Cc2ccccc2)c(C)c1C(=O)OCC(=O)NC1CCS(=O)(=O)C1 (stereo not given),4.2,-3,11,-1,1,1,-1,-1.0,-0.6
O=[N+]([O-])c1ccc(Cl)c(/C=N/Nc2nc(N3CCOCC3)nc(N3CCOCC3)n2)c1,-1.6,9,-1,-3,-5,-1,9,-5.5,-5.3
C=CCOc1ccc(C2CC(C)=NN2c2ccccc2)cc1 (stereo not given),·,-4,-4,-6,10,-1,2,-3.2,0.0
Cc1nnc(N2C(=O)C(O)=C(C(=O)c3ccco3)C2c2ccc(F)cc2)s1 (stereo not given),-4.0,2,0,2,2,1,27,3.6,-0.4
CN(C)c1ccc(CNC2CC(C)(C)NC(C)(C)C2)cc1,-2.5,-9,-5,-15,-1,3,-6,0.8,-1.8
CCN(CC)S(=O)(=O)c1ccc(N2CCCC2)c(NC(=O)CN2C(=O)NC3(CCCC3)C2=O)c1,0.2,·,-2,6,-5,-1,1,0.1,-1.1
CCOc1ccccc1-c1nnc(SCC(=O)NC2CC2)n1CC,-0.4,8,4,-2,4,4,-4,2.2,0.0
Cc1cc(C)cc(NC(=O)[C@H](NC(=O)[C@@H]2Cc3ccccc3CN2)c2ccccc2)c1,·,-8,-15,-7,·,-1,8,2.2,-3.5
Cc1nc2ccccn2c1C(=O)NC1CCCC1,-0.1,0,6,1,7,6,1,0.2,1.6
Cc1ccc(S(=O)(=O)Oc2ccc(/C=C(/NC(=O)c3ccccc3)C(=O)O)cc2)cc1,·,-2,7,-5,3,3,3,4.1,-3.7
CC1(C(=O)NCc2ccccc2)Cc2c(-c3ccc(C(N)=O)cc3)ccnc2O1 (stereo not given),12,-4,·,·,6,1,3,·,-4.0
Cc1ccc(C(=O)Nc2nccs2)cc1,-0.8,-7,9,-8,5,0,6,0.5,-3.8
CCCS(=O)(=O)NCc1ccc2c(c1)cc(C)n2C,·,-41,2,-21,3,3,19,0.7,-0.6
NNC(=O)c1csc(-c2ccccc2)n1,-0.7,?,-2,-12,5,1,12,-1.8,-2.5
CCCSc1nc2c(c(=O)[nH]c(=O)n2C)n1Cc1ccc(C)cc1,-1.5,1,-12,-32,3,-2,3,1.1,0.2
Cc1ccc(C23CC4CC(CC(C(=O)N5CCN(C)CC5)(C4)C2)C3)cc1,·,·,9,-4,6,6,-1,-4.2,-2.9
CCC1Oc2ccc(C)cc2N(CC(=O)NC2CCCCC2)C1=O (stereo not given),-0.4,2,2,0,1,2,-10,3.6,-1.1
CC1CCCC(C)N1C(=O)CSc1nc2c(c(=O)n(C)c(=O)n2C)n1C (stereo not given),2.9,-4,-11,12,-1,1,4,8.5,-0.2
CCC(C)c1ccc(NC(=O)COC(=O)c2nc3nccc(C)n3n2)cc1 (stereo not given),·,0,-1,1,-5,-2,-3,1.0,-2.4
Cc1c(C(=O)OCCOc2ccccc2)[nH]c2c1C(=O)CCC2,20,7,-7,2,14,4,7,-0.7,-1.8
Cc1ccc(-c2nnn(CC(=O)N(c3cccc(F)c3)C(C(=O)NC(C)(C)C)c3ccco3)n2)o1 (stereo not given),-0.7,-3,-10,-4,-7,5,4,-2.1,-0.4
COc1ccc(C2CC(=O)C3=C(C2)Nc2ccccc2N(C(=O)C2CC2)C3c2cccnc2)cc1OC (stereo not given),0.0,-2,0,-5,5,0,28,-0.2,-1.1
COc1ccc(/C=C/C(=O)Nc2ccccc2Cl)cc1S(=O)(=O)N1CCOCC1,-0.7,2,-7,4,-2,5,13,4.2,1.5
O=C1C2CCCN2C(=O)N1CCCCN1CCN(c2cccc(C(F)(F)F)c2)CC1 (stereo not given),1.0,·,0,-1,6,1,16,-1.0,-0.3
COc1ccccc1NC(=O)C(C)NS(=O)(=O)c1ccccc1 (stereo not given),·,-4,1,0,9,1,-1,0.6,0.8
Oc1ccc(/C=C/c2ccc3ccccc3n2)cc1,0.9,-7,0,11,4,11,16,0.0,-1.6
CCc1ccc(NC(=O)CCNC(=O)Cn2cnc3ccccc3c2=O)cc1,-1.9,-2,9,-2,11,0,-1,0.4,-2.6
COCCN(C(=O)CNC(=O)c1ccco1)C(C(=O)NC1CCCC1)c1ccc(OC)c(OC)c1 (stereo not given),-1.2,0,0,4,2,2,-7,2.7,·
COc1ccc(OC)c(N=C(C)C2=C(O)COC2=O)c1,1.1,7,9,0,-8,-3,6,0.2,-2.2

# Part of the list above in order of length of the SMILES, smallest number first.
SMILES,BioA inh,BoNT F protease,Rv3671c inh,MazF activator,PrPC TRFRET,FBA Mtb inh,GDH-TPI inh,UGM FP inh,FadD28 binding
COc1ccc(OC)c(N=C(C)C2=C(O)COC2=O)c1,1.1,7,9,0,-8,-3,6,0.2,-2.2
COc1ccccc1NC(=O)C(C)NS(=O)(=O)c1ccccc1 (stereo not given),·,-4,1,0,9,1,-1,0.6,0.8
CC1CCCC(C)N1C(=O)CSc1nc2c(c(=O)n(C)c(=O)n2C)n1C (stereo not given),2.9,-4,-11,12,-1,1,4,8.5,-0.2

# Shown tab-delimited: 3 of the compounds above.
structure	BioA inh	BoNT F protease	Rv3671c inh	MazF activator	PrPC TRFRET	FBA Mtb inh	GDH-TPI inh	UGM FP inh	FadD28 binding
Oc1ccc(/C=C/c2ccc3ccccc3n2)cc1	0.9	-7	0	11	4	11	16	0.0	-1.6
O=C1C2CCCN2C(=O)N1CCCCN1CCN(c2cccc(C(F)(F)F)c2)CC1 (stereo not given)	1.0	·	0	-1	6	1	16	-1.0	-0.3
CCc1ccc(NC(=O)CCNC(=O)Cn2cnc3ccccc3c2=O)cc1	-1.9	-2	9	-2	11	0	-1	0.4	-2.6

# New compounds follow
SMILES,BioA inh,BoNT F protease,Rv3671c inh,MazF activator,PrPC TRFRET,FBA Mtb inh,GDH-TPI inh,UGM FP inh,FadD28 binding
CCCCCNc1nc(-c2ccccc2)nc(-n2ccnc2)n1,-2.0,-7,6,2,-8,-2,11,-2.4,-4.5
CCCCCCCCCCCC1N=C(N)NC(CCCO)=C1C(=O)OC (stereo not given),·,-41,·,-19,-2,3,5,·,-15
CN(c1ccccc1)S(=O)(=O)c1cccc(NC(=O)Cc2n[nH]c(=O)c3ccccc23)c1,0.5,·,-24,6,9,-1,-9,2.8,-4.7
COc1cc(OC)cc(C(=O)N[C@H](C(=O)OCC(N)=O)C(C)C)c1,·,-3,-11,-2,0,-7,11,1.2,-5.1
COc1ccc(C(=O)Nc2ccc(N3CCN(C(=O)c4ccccc4C)CC3)cc2)cc1,-2.0,2,5,8,7,1,7,7.8,-1.7
CCC(=O)Nc1ccc(C(=O)CSc2nnc(-c3ccccc3F)n2CCc2ccccc2)cc1,·,-6,-4,5,-2,1,6,3.3,-0.8
NS(=O)(=O)c1ccc(NC(=S)NNC(=O)c2ccc(Br)o2)cc1,0.8,-6,6,-2,-6,1,33*,1.4,-0.2
Cc1cnc(C(=O)OCC(=O)Nc2cccc(S(=O)(=O)N3CCCCC3)c2)cn1,·,-8,-15,0,-8,5,-3,-0.3,-2.0
O=C(O)C1CSC2(CCN(Cc3ccccc3)CC2)N1 (stereo not given),-1.1,-2,·,4,5,2,-2,·,-3.5
O=C(Cn1ccc(NC(=O)OCc2ccccc2)nc1=O)NCCc1c[nH]c2ccccc12,-1.3,-6,6,8,2,0,4,-1.2,-0.8
CCN1CCN(C(=O)c2ccc3c(c2)N(Cc2ccc(C)cc2)CCS3)CC1,1.4,2,10,6,-6,26,7,2.9,2.2
O=C1C=C(c2ccc3[nH]ccc3c2)CCC1,1.5,5,1,7,-15,-2,35*,-0.5,-1.8
Cc1ccc(C)c(OC(=O)C2CSC3(C)CCC(=O)N23)c1C (stereo not given),0.8,1,-3,-4,4,2,-3,-0.7,·
CC1(C)CC1C(=O)Nc1ccc([N+](=O)[O-])cc1Br (stereo not given),0.7,4,-8,-2,-7,0,23,-0.2,-0.8
O=C(NCC1CCCO1)c1ccc(Br)s1 (stereo not given),0.6,-5,7,0,-1,1,8,-2.3,-3.0
CC(Oc1ccccc1)C(=O)N1CCN(c2ccc(N3CCOCC3)nn2)CC1 (stereo not given),5.6,0,0,4,0,30*,-7,-1.5,0.6
CCN1C(C(=O)c2ccccc2)=C(Nc2ccccc2C)c2ccccc2S1(=O)=O,·,-4,-17,-15,-6,-4,4,1.0,-2.0
CC(C)c1cc(CN2CCOCC2)cc(C(C)C)c1O,0.5,6,-2,-2,4,2,-10,0.8,-0.7
O=C(CCCN1C(=O)/C(=C/c2cccs2)SC1=S)Nc1ccccn1,·,-7,5,7,5,3,2,1.0,0.0
Cc1ccccc1NS(=O)(=O)c1ccc2c(c1)n(C)c(=O)n2C,·,-1,-13,8,3,1,2,-0.2,-2.5
CC(Oc1ccc(F)cc1)C(=O)Nc1ccc(N2CCOCC2)cc1N1CCOCC1 (stereo not given),1.6,-2,3,-2,-8,-1,7,-2.3,-1.8
Cc1cccc(NC(=O)CSc2nc3ccccc3o2)c1,0.3,-4,-1,7,2,1,0,1.7,-3.4
COc1ccc(-n2c(SCC(=O)N3CCOCC3)nc3ccccc3c2=O)cc1,5.5,4,3,6,-3,1,1,0.3,-2.1
CCNS(=O)(=O)c1ccc(CCC(N)=O)cc1,·,-1,2,5,5,1,9,-0.1,-0.5
OC[C@H]1O[C@H](OC[C@H]2O[C@H](OC[C@H]3O[C@H](O[C@]4(CO)O[C@H](CO)[C@@H](O)[C@@H]4O)[C@H](O)[C@@H](O)[C@@H]3O)[C@H](O)[C@@H](O)[C@H]2O)[C@H](O)[C@@H](O)[C@H]1O,-0.9,-12,2,-3,-2,-1,-1,-1.1,-2.5
O=c1c2ccccc2c(-c2ccc(Cl)cc2)nn1-c1ccccc1,·,9,-5,-1,0,0,-1,-0.6,-1.9
O=C(CN1C(=O)CSC1=O)Nc1ccccc1F,-2.3,-2,10,-4,-7,-4,2,-0.1,-1.6
CCOC(=O)[C@@H]1[C@H]2COc3cc(OC)ccc3[C@@H]2N2C(=O)N(c3ccc(C)cc3)C(=O)[C@@]12C,0.5,-8,3,5,-7,5,3,1.0,-5.1
CCCn1c(N)c(C(=O)CN(C)CC(=O)Nc2ccc(C)cc2)c(=O)[nH]c1=O,-1.9,·,·,-2,1,1,8,·,-3.4
CCOc1ccc(CCNC(=O)CCOc2cc(C)ccc2C)cc1OCC,-0.6,3,-5,-5,-2,2,-1,2.1,-1.5
COc1cccc(-c2nc3ccc(O)cc3c(=O)o2)c1,1.2,-3,-2,-11,0,-1,9,1.4,-1.9
Cc1[nH]c2ccccc2c1/C=N\NC(=O)c1ccccc1Cl,-0.1,12,·,-6,5,-3,26,·,-0.3
C#CC[N+](CC)(CC)CC#Cc1ccccc1,-4.0,·,7,2,4,5,13,-4.7,-0.9
O=C(Nc1ccccc1)OC1CCC2CC1CCC2OC(=O)Nc1ccccc1 (stereo not given),-4.6,4,-29,5,12,0,13,0.9,2.1
O=C(Nc1cccc2ccccc12)c1ccc2sc([C@@H]3O[C@H](CO)[C@@H](O)[C@H]3O)nc2c1,-2.1,4,·,·,1,-2,3,·,-3.6
Cc1nnc(SCc2nc3ccccc3s2)n1-c1ccccc1,1.9,19,8,-7,-4,2,-9,3.9,1.0

# Screens: PubChem BioAssay, several laboratories
